IDH1 R132H inh: human IDH1 R132H inhibition; 390,000 tested, 0.093% active; IDH1-R132H enzyme, NADPH consumption, diaphorase/resazurin fluorescence; O75874; Potency, µM (doses to about 76.6 µM), for inactives: at the top dose activity change, negative = inhibition, actives largely listed as inhibitors; also: potency is read from the fitted curve at half-maximal effect; % is scaled to controls: 0 for no effect and ±100 for the full control effect; nearly all actives have a fitted effect of over 65% in size
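IDH1-R132H (0.5 ug/mL) preincubated 30 min with compound, then NADPH (0.016 mM) and alpha-KG (2 mM) added; 80 min at RT, pH 7.5. Remaining NADPH coupled via diaphorase/resazurin to fluorescence (540/590 nm); concentration-response curves normalized to no-enzyme control.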
TrxR1 substrate: is turned over as a substrate by rat TrxR1; O89049; purified TrxR1 substrate turnover, NADPH consumption readout; Potency, µM (titrated, usually from 114 µM), without a hit: at the top dose activity change, negative = substrate turnover; 390,000 tested, 0.01% active; AID 588456; also: potency is read from the fitted curve at half-maximal effect; % is scaled to controls: 0 for no effect and ±100 for the full control effect; nearly all actives have a fitted effect of over 50% in size
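Rat TrxR1, dispensed at 90 nM, was prereduced with 400 uM NADPH (final) for 5 min at ~22 deg C, then incubated with compound 15 min before 400 uM selenite. A first-read NADPH fluorescence drop versus no-compound background flagged substrates.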
PI4K2A block: PI4K2A (human) kinase inhibition; AID 1346378; Q9BTU6; 420,000 tested, 0.13% active; purified PI4K2A, ADP-Glo luminescence, 1 h; active compounds read low; activity change, negative = inhibition, % at 76.9 µM; in the data active = activity change below about -50%; inconclusive = mostly about -30% to -49%;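 also: -100% = wells without enzyme as full effect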
Target sequence (Q9BTU6 whole entry, looked up): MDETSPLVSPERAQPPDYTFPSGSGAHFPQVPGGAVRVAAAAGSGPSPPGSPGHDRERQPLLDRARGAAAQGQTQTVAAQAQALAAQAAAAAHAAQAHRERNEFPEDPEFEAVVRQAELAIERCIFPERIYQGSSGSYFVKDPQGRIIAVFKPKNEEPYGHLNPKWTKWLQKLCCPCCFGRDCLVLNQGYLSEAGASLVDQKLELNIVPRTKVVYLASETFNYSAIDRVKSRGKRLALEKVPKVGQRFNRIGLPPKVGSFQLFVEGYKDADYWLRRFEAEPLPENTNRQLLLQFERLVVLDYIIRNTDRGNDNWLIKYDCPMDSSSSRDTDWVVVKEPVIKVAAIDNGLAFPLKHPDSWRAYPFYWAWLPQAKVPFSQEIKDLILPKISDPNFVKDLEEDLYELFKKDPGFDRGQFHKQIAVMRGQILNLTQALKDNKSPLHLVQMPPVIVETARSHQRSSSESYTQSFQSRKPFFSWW
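Compounds are screened against recombinant PI4K2A using PI as substrate and ATP, the latter dispensed at 300 microM. Reactions run one hour at ambient temperature before ADP-Glo detection; full inhibition defined by wells lacking enzyme.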
RXFP1 agonist: agonists of human relaxin receptor RXFP1; HEK293T-RXFP1 cAMP TR-FRET, 30 min; response scale: percent of porcine relaxin response, buffer zero; Potency, µM (titrated, usually from 57.5 µM), inactives show at the top dose activation, actives largely listed as activators; 370,000 tested, 0.3% active; also: potency is read from the fitted curve at half-maximal effect; % is scaled to controls: 0 for no effect and ±100 for the full control effect; nearly all actives have a fitted effect of over 60% in size; many of its hits are not listed in these tables
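HEK293T cells stably expressing RXFP1 were pretreated with the PDE4 inhibitor Ro 20174, exposed to compounds for 30 min at 37C, lysed, and cAMP was read by TR-FRET. Data normalized to buffer (basal) and 29 nM porcine relaxin (100%).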
USP1-UAF1 inh: blocks the human USP1/UAF1 deubiquitinase complex; O94782; recombinant USP1/UAF1, Ub-Rhodamine cleavage fluorescence; Potency, µM (series often up to 57.1 µM), inactives show at the top dose activity change, negative = inhibition, most hits filed as inhibitors; 390,000 tested, 0.23% active; AID 743255; also: potency is read from the fitted curve at half-maximal effect; % is scaled to controls: 0 for no effect and ±100 for the full control effect; nearly all actives have a fitted effect of over 60% in size; inactives centre near -12
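Step one: compound is pinned into 1nM USP1/UAF1 in HEPES pH 7.8 buffer with TCEP. Step two: 15 min room-temperature incubation. Step three: Ub-Rho (150nM final) starts cleavage, tracked by fluorescence over six one-minute reads.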
LDHA inh: blocks human lactate dehydrogenase A | P00338 | purified LDHA, NADH/diaphorase-resazurin fluorescence; active compounds read low | activity change, % (values are at about 110 or 230 µM) | 480,000 tested, 0.15% active; in the data active = activity change below about -30%; inconclusive = mostly about -25% to -30%;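 also: plate controls were DMSO wells for no effect and wells without enzyme for full effect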
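Human LDH5 at 2 nM final in Tris HCl pH 7.4 with 0.06 mM NADH and 0.2 mM pyruvate, reacted 5 minutes at room temperature. Remaining NADH coupled via diaphorase/resazurin; resorufin fluorescence read at 0 and 20 minutes, normalized to enzyme-free and DMSO wells.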
GRP78 ERSR act: induces the endoplasmic reticulum stress response in human glioma cells; Potency, µM, without a hit: at the top dose activation, usual class: activators; 420,000 tested, 0.02% active; U87-MG GRP78 promoter luciferase reporter, 16 h; also: potency is read from the fitted curve at half-maximal effect; series mostly up to about 76 µM; % of control where 0% means no effect; nearly all actives have a fitted effect of over 35% in size
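Stably transfected U87-MG human glioma cells carrying a GRP78-based luminescent sensor were seeded at 1000 cells/well, pin-dosed with compounds and incubated 16 h. Luciferase reagent was then added, and end-point luminescence was read after 10 min at room temperature.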
Vif-A3G inh: Vif-A3G binding inhibition | Q9HC16 | HeLa A3G-eYFP + Vif (tagged APOBEC3G with the HIV-1 protein that degrades it), YFP fluorescence, overnight | Potency, µM (series often up to 46.1 µM), for inactives: at the top dose activity, negative = active, usual class: inhibitors | 410,000 tested, 0.076% active | AID 602310;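 also: potency is read from the fitted curve at half-maximal effect; % is scaled to controls: 0 for no effect and ±100 for the full control effect; nearly all actives have a fitted effect of over 60% in size; hits raise eYFP signal because A3G escapes Vif-driven loss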
Target sequence (Q9HC16 whole entry, looked up): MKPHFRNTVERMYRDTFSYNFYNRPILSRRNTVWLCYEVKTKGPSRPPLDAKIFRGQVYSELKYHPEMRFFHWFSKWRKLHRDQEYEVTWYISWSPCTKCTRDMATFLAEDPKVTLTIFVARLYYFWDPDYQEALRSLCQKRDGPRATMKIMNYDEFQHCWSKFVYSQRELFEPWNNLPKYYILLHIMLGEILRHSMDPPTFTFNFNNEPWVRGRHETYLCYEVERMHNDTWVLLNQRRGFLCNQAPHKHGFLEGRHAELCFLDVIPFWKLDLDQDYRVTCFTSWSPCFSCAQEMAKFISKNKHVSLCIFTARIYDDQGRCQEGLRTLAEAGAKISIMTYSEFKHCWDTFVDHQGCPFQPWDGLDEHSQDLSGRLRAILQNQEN
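HeLa cells stably expressing Vif and C-terminally eYFP-tagged A3G, seeded overnight at 37 deg C, then exposed to compound by pintool overnight at 37 deg C. Rise in yellow fluorescence (Ex 488/Em 500-530, Acumen) marks blocked Vif-driven A3G degradation.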
Vif-APOBEC3F blk: blocks the Vif interaction with APOBEC3F | HeLa A3F-eYFP + Vif (tagged APOBEC3F with the HIV-1 protein that degrades it), YFP fluorescence increase | Potency, µM (doses to about 46.1 µM), for inactives: top-dose activity, negative = active | 390,000 tested, 0.2% active; also: potency is read from the fitted curve at half-maximal effect; % of control where 0% means no effect; nearly all actives have a fitted effect of over 65% in size
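HeLa cells stably expressing Vif plus C-terminally eYFP-tagged A3F were seeded, incubated overnight at 37 deg C, dosed with compound, incubated overnight again at 37 deg C. Yellow fluorescence (Ex 488/Em 500-530) reported blocked Vif-mediated A3F-eYFP degradation.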
An asterisk follows results filed as active; ? = inconclusive; . = no result given; [ ] = dose if it differs, or a comment. Unless noted, calls follow the shape of the dose curve; as a rule, active = well fitted curve in the direction sought with a large enough effect; inconclusive = small, poorly fitted or top-dose-only effect, or another doubt; inactive = no such curve, though single readings can be large; an effect the other way counts as inactive or inconclusive.

Second line of a record: IDH1 R132H inh, TrxR1 substrate, PI4K2A block, RXFP1 agonist, USP1-UAF1 inh, LDHA inh, GRP78 ERSR act, Vif-A3G inh, Vif-APOBEC3F blk
- O=C(O)/C=C\C(=O)Nc1ccc(N2CCN(c3ccc(Cl)c(Cl)c3)CC2)cc1
  0.0%, -0.6%, -5.8, -1.2%, -17.8%, 13.3, -2.7%, -2.3%, -0.2%
- CCCc1ccc(C(=O)NNc2ccc(F)cc2)cc1
  1.3%, -5.3%, 3.3, -2.1%, -24.8%, -5.1, 0.1%, -20.9%, 10.9%
- Cc1ccc(-c2nn(CC(=O)NC3CCCC3)c3c2cnc2ccccc23)cc1
  18.5%, 2.9%[57.1 µM], -15.4, 7.8%, -31.3%, 2.0, -4.6%, 2.3%, 2.9%
- C=CCc1ccccc1OCCCCN1CCCC1
  2.1%, -1.5%, 10.0, -1.9%, -13.5%, -13.9, -2.6%, 0.5%, 0.7%
- Cc1ccc(Nc2nc(C)cc(C)n2)c(Br)c1
  8.4%, -4.2%, 1.2, 0.6%, -16.2%, -0.9, 1.1%, -0.1%, -5.2%
- CCn1cc(Br)c(C(=O)Nc2nccs2)n1
  2.8%, -1.0%, 1.2, 1.3%, 2.8%, -4.3, 2.0%, 1.2%, -9.6%
- Cc1csc(N(C(=O)Cc2ccccc2F)c2ccccc2)n1
  4.4%, -26.4%[57.1 µM], -1.4, 0.2%, -16.8%, -1.7, -2.5%, -3.5%, 5.8%
- COc1cccc(/C=C/c2ccccn2)c1O
  6.5%, 9.0%, -4.8, -1.6%, ?, -10.2, -9.9%, -3.9%, 1.2%
- CCNC(=O)CN(c1ccc(CC)cc1)S(C)(=O)=O
  -0.5%, -8.7%, 2.1, -0.3%, 3.1%, -4.1, -2.3%, 1.5%, -2.2%
- CC(C)C[C@H](NC(=O)OC(C)(C)C)c1nnc(SCc2cccc(F)c2)o1
  5.4%, -7.3%, 3.9, 0.1%, -17.3%, 7.4, -3.1%, -1.7%, -3.4%
- CCC(C)NC(=O)c1cc(-c2cccc(OC)c2)on1 (stereo not drawn)
  2.4%, 2.8%, 3.2, -1.4%, ?, -2.9, -5.1%, -5.9%, 0.1%
- CCC(NC(=O)N(Cc1ccccc1)Cc1ccc2c(c1)OCO2)(C(F)(F)F)C(F)(F)F
  7.4%, -0.3%, 2.1, -0.6%, -7.6%, -4.3, -0.8%, -0.2%, 7.3%
- O=S1(=O)CC(N2CCN(CC3CC3)CC2)CN1Cc1ccc(F)cc1 (stereo not drawn)
  ., ., -1.0, ., ., -1.6, -2.1%, -2.3%, .
- C=C1CCN([C@@H](Cc2ccccc2)C(=O)NCCC(C)C)S(=O)(=O)c2ccccc21
  -3.1%, 2.3%[57.1 µM], -5.9, ., -27.6%, 3.6, 0.3%, -0.5%, 2.8%
- Cc1ccc(-n2c(C)nnc2SC(C)C(=O)N2CCCC2)cc1 (stereo not drawn)
  2.9%, 2.9%[0.457 µM], 2.7, -0.4%, -10.9%, -8.6, -1.1%, -3.0%, -26.4%
- CC(C)(C)C(=O)NCc1ccc(C(=O)CSc2nnc(-c3ccncc3)n2C2CC2)s1
  -4.0%, -7.0%, 0.1, -0.4%, -0.3%, -1.4, -1.0%, 0.8%, -2.8%
- N#CCc1cnc2ccccc2n1
  1.8%, 3.1%, -6.2, 0.6%, ?, 24.8, 3.9%, -12.3%, -17.2%
- CS(=O)(=O)c1cccc(NC(=O)C2CCCN2S(=O)(=O)c2ccc(F)cc2)c1 (stereo not drawn)
  0.0%, 8.7%, 0.8, 1.9%, -13.8%, -5.7, -5.5%, 3.9%, 2.3%
- c1ccc2[nH]c(-c3cnco3)cc2c1
  -9.5%, 3.3%, 9.9, -0.2%, -13.6%, -4.0, 5.1%, -10.8%, 0.6%
- O=C(NCc1ccc(F)cc1)c1cc(C2CCCN(S(=O)(=O)c3ccccc3)C2)on1 (stereo not drawn)
  ., ., 0.5, ., ., -5.6, -1.2%, 1.5%, .
- O=C(CSc1ncn[nH]1)N1CCOCC1
  -6.6%, -2.0%, -5.0, -1.3%, -7.3%, -5.7, -3.7%, 0.6%, -5.3%
- Cn1c(=O)c2cc(NC(=O)CC(C)(C)C)ccc2n1-c1ccccc1F
  ., ., -2.7, ., ., -1.4, -0.2%, -4.3%, .
- CCN(CC)S(=O)(=O)c1cc(NC(=O)Cn2ncc(Cl)c(Cl)c2=O)ccc1C
  9.6%, 1.5%, -10.9, 4.1%, -19.4%, -1.5, -17.9%, ?, 1.0%
- CCOC(=O)C1=C(C)NC2=C(C(=O)CCC2)C1c1cc(OC)ccc1OC (stereo not drawn)
  0.5%, 5.8%[57.1 µM], 7.8, -0.8%, -7.8%, -0.7, -3.5%, 0.1%, 1.7%
- O=C(O)C1CCN(S(=O)(=O)c2ccc(N3CCC(O)CC3)c([N+](=O)[O-])c2)CC1
  3.4%, -8.2%, 3.0, 10.2%, -15.3%, -6.8, -2.9%, 2.5%, 0.2%
- Clc1ccc(-c2cc(-c3ccccc3)on2)cc1
  2.1%, -2.0%, 3.6, 1.3%, -16.7%, 0.6, 5.4%, 3.0%, 0.6%
- Cc1c(NC(=O)Nc2ccccc2[N+](=O)[O-])c(=O)n(-c2ccccc2)n1C
  0.4%, 0.0%, 4.0, 1.6%, -4.4%, -4.9, -2.5%, 0.8%, 1.1%
- COc1ccc(NC(=O)C23CC4CC(CC(Cl)(C4)C2)C3)cc1S(=O)(=O)N1CCOCC1
  2.3%, -2.5%[57.1 µM], 2.4, ., -26.5%, -8.3, -2.0%, -2.7%, 8.0%
- CC1(c2ccccc2)NC(=O)N(CC(=O)NC(=O)NCc2ccco2)C1=O (stereo not drawn)
  -2.0%, -14.5%, -12.6, -0.1%, -4.6%, -2.3, -5.7%, 0.6%, -6.1%
- CN1CCN(C(=O)c2cc([N+](=O)[O-])cc([N+](=O)[O-])c2)CC1
  2.5%, -9.1%, 1.6, -1.9%, -4.6%, 0.3, -4.1%, 0.5%, 1.4%
- O=C(Nc1ccccc1)c1cccc(Cn2cc(C(F)(F)F)ccc2=O)c1
  14.7%, 12.2%[57.1 µM], -5.1, 0.9%, 4.0%, -6.6, -2.2%, 0.9%, 14.5%
- COc1ccc(C(=O)NCc2nnc(SCC(=O)Nc3nnc(C)s3)o2)cc1
  1.9%, -4.9%[57.1 µM], -6.8, -0.5%, 4.1%, -6.7, -0.8%, 1.0%, 0.6%
- COc1ccc(OC)c(C2=NOC(C(=O)NCc3cccnc3)C2)c1 (stereo not drawn)
  3.3%, -13.2%[57.1 µM], 5.8, -3.1%, -22.6%, -2.7, 1.0%, -12.3%, -12.5%
- CC(C)[C@H]1C=C(C(=O)O)O[C@@H](OCc2ccc(CO)cc2)C1
  -14.3%, 9.1%[57.1 µM], -4.0, -3.4%, -0.5%, -4.0, -4.2%, 0.0%, 0.9%
- COc1ccc(-c2nnc(NC(=O)c3ccco3)s2)cc1
  -5.6%, -3.0%[57.1 µM], -1.9, 25.2%, 0.4%, -6.8, 4.2%, 2.5%, 7.6%
- CCN(CC)CC(=O)Nc1ccc(C)cc1Br
  12.7%, -6.3%[57.1 µM], -2.4, 2.0%, -20.3%, -0.9, 2.7%, -3.3%, -5.9%
- Cc1nnc(SCC(=O)N2CC(=O)Nc3ccccc32)n1Cc1ccccc1
  11.3%, 5.0%, 1.2, -1.1%, -4.4%, -5.5, -3.3%, 0.8%, .
- COc1ccc(NC(=O)c2cccnc2SC)cc1S(=O)(=O)N1CCCCC1
  2.5%, -2.9%[11.4 µM], 2.5, -1.7%, -9.6%, 2.7, -5.8%, -0.9%, -10.4%
- CN1CCN(CC(O)COc2ccccc2)CC1 (stereo not drawn)
  6.2%, 7.5%, -1.7, 0.2%, -22.6%, -5.3, -5.8%, 3.3%, 1.4%
- CCn1c(CCC(=O)Nc2nc3c(s2)CCCC3)nc2cc(S(=O)(=O)N(C)C)ccc21
  2.9%, 4.4%, 3.0, 1.7%, -20.3%, -4.2, -2.3%, 5.6%, -4.3%
- CCN(C(=O)CN1C(=O)NC(CCSC)C1=O)C1CCS(=O)(=O)C1 (stereo not drawn)
  -0.4%, -4.9%, 2.5, -5.6%, -5.4%, -7.9, -3.2%, -0.4%, 7.6%
- CC(C)(C)OC(=O)C(Cc1ccc(OC(C)(C)C)cc1)NC(=O)CNC(=O)OCc1ccccc1 (stereo not drawn)
  8.3%, -21.4%, -2.7, 0.1%, -16.4%, 1.4, -6.6%, -1.9%, -0.1%
- Cc1ccc(NC(=O)Cn2nnc(-c3ccccc3)n2)c(C)c1
  -10.6%, 4.3%[57.1 µM], -1.8, -6.5%, -22.4%, -15.0, 0.2%, 4.1%, 0.0%
- Cc1c(C(=O)OCC(=O)N2C(C)CCCC2C)oc2ccccc12 (stereo not drawn)
  8.7%, 2.7%, 5.7, 1.9%, -18.1%, -2.7, 9.1%, 0.9%, 10.0%

Bioassay records (PubChem BioAssay)

This is a subset. The share of hits here may be higher or lower than overall.
